# High-throughput results deposited in PubChem by ICCB-Longwood Screening Facility, Harvard Medical School.
# PV pol inh – poliovirus RNA polymerase inhibition | poliovirus polymerase elongation, fluorescence polarization; active compounds read low | 0.66% of 150,000 active | % elongation, % (compound at 16.7 µg/mL); in the data active = % elongation below about 90%; note: some results filed as inactive read as strong as hits
# Target sequence (P03300 1749-2209 limits assumed): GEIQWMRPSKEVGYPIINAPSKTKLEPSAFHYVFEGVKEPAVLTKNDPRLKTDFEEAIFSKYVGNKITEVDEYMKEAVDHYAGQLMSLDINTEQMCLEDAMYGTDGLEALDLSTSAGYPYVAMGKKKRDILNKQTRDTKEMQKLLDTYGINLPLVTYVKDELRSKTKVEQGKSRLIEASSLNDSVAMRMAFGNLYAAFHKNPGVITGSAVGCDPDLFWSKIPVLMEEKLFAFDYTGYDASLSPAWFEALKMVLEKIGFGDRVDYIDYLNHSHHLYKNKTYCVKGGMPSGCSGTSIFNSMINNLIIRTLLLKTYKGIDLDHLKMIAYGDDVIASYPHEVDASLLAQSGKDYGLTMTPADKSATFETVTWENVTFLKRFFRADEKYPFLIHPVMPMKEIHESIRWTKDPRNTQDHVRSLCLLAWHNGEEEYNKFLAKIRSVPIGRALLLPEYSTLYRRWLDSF
# PV pol inh FP z-score – also measured in PV pol inh; calls as there; z-score; measured here: FP z-score; hits read low
# * = called active by the depositor. These rows are one share of the data; the hit share may differ from the screen's.
SMILES,PV pol inh,PV pol inh FP z-score
CC(C)CC(c1ccccc1)C(O)c1ccccc1 (stereo unspecified),111,0.8
O=c1[nH]c2ccccc2c(=O)n1CCNc1cccc(Cl)c1,103,0.6
Cc1c(C(=O)N2CCCCCC2)c(S(=O)(=O)N(Cc2ccccc2)C(C)(C)C)c(C)n1C,106,0.1
Cc1ccc(COc2coc(CN3CCN(Cc4ccccc4)CC3)cc2=O)cc1,100,-0.8
O=C(c1ccc(-c2ccccc2)cc1)N1CCCC1,100,0.1
Cc1ccccc1N1C(=O)C(Oc2ccc(Cl)cc2)C1CNC(C)(C)C (stereo unspecified),101,-0.3
NS(=O)(=O)c1ccc(CCN(Cc2nc3ccsc3c(=O)[nH]2)Cc2nc3ccsc3c(=O)[nH]2)cc1,111,1.1
O=C(CSc1nnc(NC(=O)C2CC(=O)N(c3ccc(F)cc3)C2)s1)NCC1CCCO1 (stereo unspecified),99,-0.7
NCc1ccncc1,104,0.2
CCc1ccccc1N(CC)C(=O)c1cc2c(s1)-c1ccccc1OC2,102,-0.9
O=C(NC1C2CC3CC(C2)CC1C3)c1cc(F)c(F)cc1Cl (stereo unspecified),110,0.6
O=C(CSc1n[nH]c(=O)n1Cc1ccco1)Nc1ccccc1,108,0.5
COc1ccc(NC(=O)CSc2n[nH]c(-c3ccccc3)n2)cc1Cl,104,-0.9
CCOC(=O)N1CCN(C(=O)C(CC(C)C)NS(=O)(=O)c2ccc3c(c2)oc(=O)n3C)CC1 (stereo unspecified),102,0.2
N#CC1=C(N)N(c2cccc(C(F)(F)F)c2)C(=O)C1,103,0.5
CCC(CC)NC(=O)c1ccc2c(c1)OCCO2,103,-0.1
O=C(Nc1ccc(Br)cc1F)c1ccc2c(c1)N(Cc1ccccc1)C(=O)CS2=O (stereo unspecified),100,-0.4
O=C1CCc2cc(S(=O)(=O)N3CCCC3C(=O)NC3CCCCC3)ccc2N1 (stereo unspecified),102,0.1
COc1ccc(OC)c(NC(=O)Cn2nc3c(cc2=O)CCCC3)c1,103,-0.6
COc1ccc(-c2nc(Cn3c(SCc4ccccc4F)nc4ccncc43)c(C)o2)cc1OC,106,-0.5

# 4 successive compounds out of the list so far, for reference:
SMILES,PV pol inh,PV pol inh FP z-score
CC(C)CC(c1ccccc1)C(O)c1ccccc1 (stereo unspecified),111,0.8
O=c1[nH]c2ccccc2c(=O)n1CCNc1cccc(Cl)c1,103,0.6
Cc1c(C(=O)N2CCCCCC2)c(S(=O)(=O)N(Cc2ccccc2)C(C)(C)C)c(C)n1C,106,0.1
Cc1ccc(COc2coc(CN3CCN(Cc4ccccc4)CC3)cc2=O)cc1,100,-0.8

# Some of the entries so far, with each value named.
Structure: O=C(CSc1n[nH]c(=O)n1Cc1ccco1)Nc1ccccc1
  PV pol inh: 108
  PV pol inh FP z-score: 0.5

Structure: COc1ccc(NC(=O)CSc2n[nH]c(-c3ccccc3)n2)cc1Cl
  PV pol inh: 104
  PV pol inh FP z-score: -0.9

Structure: CCOC(=O)N1CCN(C(=O)C(CC(C)C)NS(=O)(=O)c2ccc3c(c2)oc(=O)n3C)CC1 (stereo unspecified)
  PV pol inh: 102
  PV pol inh FP z-score: 0.2

Structure: N#CC1=C(N)N(c2cccc(C(F)(F)F)c2)C(=O)C1
  PV pol inh: 103
  PV pol inh FP z-score: 0.5

# The results go on:
SMILES,PV pol inh,PV pol inh FP z-score
COc1ccc(NC=O)c(CS(=O)(=O)c2ccc(C)cc2)n1,100,-0.2
COc1cc(/C=C/C(=O)OCC(=O)Nc2c(C)n(C)n(-c3ccccc3)c2=O)ccc1OCC#N,98,-0.7
CCOC(=O)c1cnc2cc(C(F)(F)F)ccc2c1N1CC(C)CC(C)C1 (stereo unspecified),103,0.2
CC1C/C(=N/NC(=O)Cc2cn3ccsc3n2)CC(C)(C)C1 (stereo unspecified),107,0.6
O=C(Cn1c(-c2cccs2)cc2ccccc21)N1CCN(c2ccc(F)cc2)CC1,115,0.9
COC(=O)c1ccc2c(c1)N(Cc1nc(-c3cccc(C)c3)oc1C)C(=O)C1CCCN21 (stereo unspecified),101,-0.2
CC1=CC(C)C2(COC(c3cccnc3)OC2)C(C)C1 (stereo unspecified),102,0.4
Cc1cccc(-c2nnn3c2nc(N2CCN(C(=O)c4ccco4)CC2)c2cc(Cl)ccc23)c1,101,0.1
Cc1ccccc1OC(=O)CSc1nnc(-c2cccs2)o1,105,-0.3
O=C(Cn1c(=O)oc2cc(S(=O)(=O)N3CCCC3)ccc21)Nc1ccc(F)cc1F,103,-0.5
COc1ccc(CC(=O)Nc2ccc(-n3cnnn3)cc2)cc1OC,104,0.3
O=S(=O)(c1ccc(S(=O)(=O)N2CCCC2c2ccc3c(c2)OCCCO3)cc1)N1CCCC1 (stereo unspecified),104,0.2
CCOC(=O)c1cccc(-n2sc(=O)n(C3Cc4ccccc4C3)c2=O)c1,99,-0.8
CC12CCC(=O)N1C(C(=O)OCC(=O)N1CCN(S(=O)(=O)c3ccc4ccccc4c3)CC1)CS2 (stereo unspecified),105,0.3
CCn1c(=O)cc(SCC(=O)NC2CCCC2)c2ccccc21,104,1
CCOc1ncccc1C(=O)OCC(=O)c1ccccc1,102,-0.1
O=C1CN(C(=O)c2cccc(Br)c2)C(c2ccccc2)c2cc(Cl)ccc2N1 (stereo unspecified),104,0.2
CC1(C)CC2=NN(c3ccccc3)P(=S)(NCc3ccco3)C2=C(N2CCCCC2)C1 (stereo unspecified),104,0.3
FC(F)(F)Oc1ccc2c(c1)NC(c1ccncc1)=NC(c1cccs1)=N2,104,-0.5
CCN1CCN(C(=O)N2c3ccccc3Sc3ccccc32)CC1,101,0.1
Nc1nnc(-c2ccc(Cn3c(-c4cncs4)nc4ccccc43)cc2)s1,63*,-5.6*
O=C(CC12CC3CC(CC(C3)C1)C2)Nc1c(O)c2ccccc2oc1=O,104,0.8
Cc1ccc2oc(=O)c3cc(C(=O)NC(C)C)sc3c2c1,101,-0.5
Cc1ccc(N2C(=O)Nc3ccccc3C2(O)C(=O)N2CC(C)CC(C)C2)cc1C (stereo unspecified),101,0.2
CC(C)(C)OC(=O)N1CCC(C(=O)Nc2nnc(-c3ccc(Cl)cc3)o2)CC1,108,0.7
CN(C1CCCCC1)S(=O)(=O)c1ccc(-c2ccc(=O)[nH]n2)o1,100,-0.6
O=C(Nc1ccccc1)C(F)C(F)(F)F (stereo unspecified),103,0.5
CS(=O)(=O)Nc1cccc(C2=NN(C(=O)CCC(=O)O)C(c3cccs3)C2)c1 (stereo unspecified),97,-2.1
CCCNC(=O)c1c(NC(=O)c2ccccc2)sc2c1CCC(C(C)(C)C)C2 (stereo unspecified),103,-0.5
CC1CCCCN1C(=S)NCCc1ccccc1 (stereo unspecified),105,0.2
COc1ccccc1OC(=O)c1ccc2c(c1)OCCO2,103,0
COc1ccc(CNc2ncnc3c2c(-c2ccccc2)cn3-c2ccccc2)cc1,108,0.4
Cc1cccc(CNC(=O)Cn2ccc3cc(S(=O)(=O)N4CCCC4)ccc32)c1,106,-0.4
O=S(=O)(c1ccc(Br)cc1)N1CCn2cccc2C1c1ccc(Br)cc1 (stereo unspecified),106,0.1
COc1cccc(CNC(=O)CCCN2C(=O)CSc3ncccc32)c1,101,-0.2
Cc1ccccc1CN1CC2CC(C1)c1cccc(=O)n1C2 (stereo unspecified),100,0
CCCN(CCC)c1ncnc2c1cnn2-c1cccc(C)c1,101,-0.3
O=C(CSc1ccccn1)N/N=C/c1ccccc1,99,0
O=C1C=CC(=O)C(CCC2=CC(=O)C=CC2=O)=C1,101,0.1
C=CCN1C(=O)CC(C(=O)OCC)=C1C,105,0.2
COc1ccc(-c2noc(C(C)NC(=O)c3ccco3)n2)cc1 (stereo unspecified),101,-1.2
CCOC(=O)c1ccccc1NC(=O)Cc1ccc(OC)c(S(=O)(=O)N2CCOCC2)c1,97,-0.2
N#Cc1ccc(C(=O)Nc2cc3nn(-c4ccccc4)nc3cc2Cl)c(F)c1,107,0.5
CCOC(=O)Nc1ccc2c(COC(=O)C3COc4ccccc4O3)cc(=O)oc2c1 (stereo unspecified),104,0
Cc1cc(N2CCOCC2)nc(-c2ccccc2O)n1,100,0.2
CCc1nn2cc(-c3ccc(Cl)cc3)nc2s1,110,1
C=CCn1cc(C)c(=O)n(CC=C)c1=O,102,0.1
O=C(O)c1ccccc1NCCC1=CCCCC1,101,0
CCCn1c(CCC(=O)Nc2ccc(C)cc2)nc2cccnc21,97,-0.4
O=C(Cn1cnc2c(nnn2Cc2ccc(Cl)cc2)c1=O)N1CCc2ccccc21,100,-0.1
CCc1cccc(NC(=O)Cn2nc(C)c3sc4ccccc4c3c2=O)c1,109,0.3
CCOc1ccccc1Nc1nc2ccccc2s1,102,0.1
CCc1ccc(CNC(=O)C(C)n2ccc3cc(S(=O)(=O)N4CCCCCC4)ccc32)cc1 (stereo unspecified),107,-0.1
CC1(C)COCN1C(=O)c1cc2c(=O)n3ccccc3nc2s1,100,-0.6
Cc1noc(C)c1C(=O)N1CCN(C(=O)c2ccco2)CC1,99,-0.2
O=C(NC(=O)c1ccccc1Cl)NC1CC1,104,-0.2
CCOC(=O)C1=C(C)NNC(=Nc2cccc(C)c2C)S1,80*,-3.2*
COC(=O)c1cc(C)nc2c1c(=O)nc(SCc1c(C)cc(C)cc1C)n2C1CC1,110,0.3
Cc1ccc(C)c(CN2CCC(CNC(=O)Nc3ccc(Br)cc3F)CC2)c1,107,-0.4
CCOC(=O)c1c(C)oc2c1c1c(c3ccccc32)OCN(CCC(=O)O)C1,101,-0.1
# (continued)
SMILES,PV pol inh,PV pol inh FP z-score
CC(CNS(=O)(=O)c1ccc(-n2cccn2)cc1)c1ccccc1 (stereo unspecified),101,0
COc1ccccc1C(=O)N(C)S(=O)(=O)c1ccc(C)cc1,104,0.4
OC(CNCc1ccc(F)cc1)c1ccccc1 (stereo unspecified),102,0.2
COc1cccc(CNC(=O)COc2cc(=O)n(C)c3ccccc23)c1,102,-0.9
N#CC1=C(N)N(N2CCOCC2)C2=C(C(=O)CC(c3ccccc3)C2)C1c1ccc(Cl)cc1 (stereo unspecified),101,-0.1
CCN(CC)Cc1ccc(C(=O)NN)o1,101,-0.2
O=C(Nc1ccc(S(=O)(=O)Nc2nccs2)cc1)c1cc2ccccc2oc1=O,106,0.4
C(=N\n1cnnc1)/c1ccccn1,103,0.2
Cc1nnc(N2C(=O)C(=O)/C(=C(/O)c3ccc(OC(C)C)cc3)C2c2ccco2)s1 (stereo unspecified),101,0.2
Cc1ccc(SCC(=O)N2CCc3ccccc32)cc1,100,-0.6
CC1CCc2c(sc(NC(=O)Cn3nnc(-c4ccc(C(F)(F)F)cc4)n3)c2C#N)C1 (stereo unspecified),105,0.2
CCn1c2ccccc2c2cc(NC(=O)COc3cc(C)ccc3C)ccc21,108,0.6
COc1ccc(CCNc2nc(SCC(=O)c3ccc(F)cc3)nc3ccccc23)cc1OC,105,1.2
CCC(CC)NC(=O)Nc1ccccc1C,101,-0.8
O=C(Nc1nc2ccccc2s1)C1c2ccccc2Oc2ccccc21,104,0.5
COc1ccc(-n2ccnc(NCCc3ccccc3)c2=O)cc1,102,0.4
CC1(C)Cc2c(sc3c2c(=O)n(Cc2ccccc2)c2nncn32)CO1,104,0
Cn1cc(S(=O)(=O)c2ccc(Cl)cc2)c(=O)c2cc(F)c(N3CCOCC3)cc21,104,-0.9
CCc1cc(=O)oc2cc(OCC(=O)c3ccc(F)cc3)ccc12,102,0.1
O=S1(=O)CCN2N=C(c3ccccc3)C(c3ccccc3)=NC2=N1,100,-0.3
CCOc1ccc(NC(=O)C2CC(=O)NC(=Nc3ccccc3)S2)cc1 (stereo unspecified),102,0.2
CCOC(=O)c1c(CS(=O)(=O)Cc2ccc(Cl)cc2)oc2c(F)c(F)c(F)c(F)c12,99,-0.6
Cc1cc(C(=O)Cn2cc(S(=O)(=O)N(C)C)ccc2=O)c(C)n1-c1ccc2c(c1)OCO2,107,0.8
Cc1ccccc1NC(=O)C(CC(C)C)N1C(=O)c2ccccc2C1=O (stereo unspecified),101,-0.4
Cc1cc2c(c(=O)n1CCN(C)C)C(c1ccncc1)C(C#N)=C(N)O2 (stereo unspecified),102,0.1
CCc1ccc(NC(=O)CCC(=O)Nc2ccc3nc(N4CCCCC4)cc(C)c3c2)cc1,99,-1.2
O=C(Cc1csc2nc(-c3ccccc3)cn12)NCc1ccc(F)cc1,105,-0.3
O=C(NCCc1ccsc1)c1cc2c(s1)-c1ccccc1OC2,100,-1
Cc1cc(C)n(-c2nc(C)nc3sc4c(c23)CCC4)n1,105,0.7
Cc1c(C(=O)NCc2ccccc2)oc2ccccc12,106,1.2
Cc1ccc(-c2cc(Cc3ccc(N(C)C)cc3)c(=O)[nH]n2)cc1,104,0.8
Cn1c(O)c(N=N)c2ccccc21,103,0.3
CCOC(=O)c1cccc(NS(=O)(=O)c2ccc3c(c2)CCCN3C(C)=O)c1,102,0.6
COc1cc(OC)c(NC(=O)CSc2nccn2C)cc1Cl,107,0.5
N#C/C=C(\Sc1nc2ccccc2o1)c1ccccc1,103,0.3
COc1ccccc1-c1nc(SCC(=O)NCc2ccc(C)cc2)c2c(=O)n(C)c(=O)n(C)c2n1,110,0.5
Cc1cccc(N2CCN(C3(c4ccccc4)C(=O)c4ccccc4C3=O)CC2C)c1 (stereo unspecified),102,-0.7
CC(=O)c1ccc(NC(=O)Cn2cnc3nc4c(cc3c2=O)CC(C)CC4)cc1 (stereo unspecified),113,1.5
CCCCn1c2ccc(F)cc2c2nnc(SCCN(CC)CC)nc21,102,-0.5
